GRK2 aptamer HTS: blocks RNA aptamer binding to human GRK2 | P25098 | bead flow cytometry, FAM-aptamer displacement from GRK2 | inhibition of aptamer binding, % at 10 µM | actives 0.59% (n = 330,000) | AID 488847;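 active = inhibition of aptamer binding above 40%, roughly 3 SD of noise, on plates passing a quality check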;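 note: median bead fluorescence of bound FAM aptamer so fluorescent compounds give negative values; no value below 0 was filed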
Target sequence (P25098 whole entry, looked up): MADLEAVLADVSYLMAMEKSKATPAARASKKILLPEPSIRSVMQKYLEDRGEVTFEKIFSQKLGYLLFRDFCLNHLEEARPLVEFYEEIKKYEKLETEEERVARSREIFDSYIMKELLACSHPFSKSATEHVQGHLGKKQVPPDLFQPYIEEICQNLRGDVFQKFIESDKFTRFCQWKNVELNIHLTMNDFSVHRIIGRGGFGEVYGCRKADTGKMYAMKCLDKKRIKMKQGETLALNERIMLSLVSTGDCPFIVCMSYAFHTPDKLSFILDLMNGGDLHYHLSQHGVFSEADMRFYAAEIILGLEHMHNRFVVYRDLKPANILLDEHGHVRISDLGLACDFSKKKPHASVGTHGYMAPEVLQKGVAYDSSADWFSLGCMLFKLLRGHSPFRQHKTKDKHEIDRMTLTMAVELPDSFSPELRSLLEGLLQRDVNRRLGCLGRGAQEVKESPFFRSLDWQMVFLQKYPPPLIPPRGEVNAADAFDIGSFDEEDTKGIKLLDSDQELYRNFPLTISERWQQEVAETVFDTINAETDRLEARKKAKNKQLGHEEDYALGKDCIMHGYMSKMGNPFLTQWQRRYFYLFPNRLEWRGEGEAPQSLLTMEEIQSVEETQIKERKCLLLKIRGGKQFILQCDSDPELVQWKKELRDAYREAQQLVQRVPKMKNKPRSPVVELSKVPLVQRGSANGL
CTSL1 counter: cathepsin L1 inhibition, PFM18AAP counter-screen; inhibition, % at 5.96 µM; actives 0.49% (n = 300,000); recombinant F. hepatica cathepsin L1, Z-Leu-Arg-MCA fluorescence;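 active = inhibition above the mean of all tested compounds plus 3 SD, set per screening campaign, cut at about 17% in these data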;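 note: 0% = plate median of test compound wells and 100% = 1 µM Z-Phe-Ala-diazomethylketone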
procasp7 counter: activates human procaspase-7, counter-screen for procaspase-3 activators; P55210; recombinant procaspase-7, Ac-DEVD-pNA absorbance 405 nm; D23A/D198A/D206A triple mutant, cannot self-cleave; scale: DMSO 0, 5 µM enzyme 100; activation, % at 8.5 µM; actives 0.093% (n = 330,000);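 active = percent activation above the screen-wide mean plus 3 SD, cut at about 25% in these data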
Target sequence (P55210 whole entry D23A/D198A/D206A): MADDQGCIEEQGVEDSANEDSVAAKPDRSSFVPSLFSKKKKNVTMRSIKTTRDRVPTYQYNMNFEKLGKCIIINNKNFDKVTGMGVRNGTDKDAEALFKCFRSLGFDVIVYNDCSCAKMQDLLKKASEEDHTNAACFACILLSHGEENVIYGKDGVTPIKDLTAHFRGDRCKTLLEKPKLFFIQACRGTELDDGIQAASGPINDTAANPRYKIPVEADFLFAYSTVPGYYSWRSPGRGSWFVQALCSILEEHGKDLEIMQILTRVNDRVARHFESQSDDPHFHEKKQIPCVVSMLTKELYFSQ
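System: Uncleavable procaspase-7 mutant enzyme; Amount: 2 µM procaspase-7 mutant as dispensed; Schedule: 1 h compound preincubation, 2 h substrate cleavage, 25 °C; Measured by: 405 nm absorbance of p-nitroaniline; Evaluation: percent activation from buffer-corrected 0–120 min absorbance change; Control set: low DMSO alone, high DMSO plus 5 µM PC-7.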
PP5 primary: blocks human protein phosphatase 5 activity | AID 1987 | purified PP5c, OMFP substrate fluorescence | actives 0.18% (n = 320,000) | P53041 | inhibition, % at 6.7 µM;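 active = inhibition above the campaign's mean inhibition across all tested compounds plus 3 SD, cut at about 9.5% in these data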;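 note: 0% = DMSO only and 100% = 100 µM cantharidin control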
PP1 inh: counter-screen for PP5 inhibitors: inhibitors of human PP1-alpha; P62136; purified PP1alpha, OMFP fluorescence; inhibition, % at 6.7 µM; actives 0.9% (n = 320,000); AID 2235;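 active = inhibition above the mean inhibition of all tested compounds plus 3 SD, computed separately for each screening campaign, cut at about 15% in these data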
GASC-1 inh: blocks human GASC-1 demethylase activity; Q9H3R0; inhibition, % at 2.35 µM; GST-JMJD2C(1-420) H3K9me3 demethylation, DELFIA europium; actives 0.069% (n = 330,000);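 active = more than half of a compound's replicate wells show inhibition beyond 50%, single wells judged on their own value; inconclusive = some, but no more than half, of replicates pass 50% inhibition; inactive = no replicate passes 50% inhibition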;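 note: signal counts dimethyl H3K9 product captured on neutravidin plate; 0% = median of DMSO wells and 100% = 0.3 times that DMSO median; strong numbers were not always called active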
core dimer inh: HCV core protein dimerization inhibition. TR-FRET GST/Flag-core106 dimerization, 1536-well. inhibition, % at 5 µM. actives 0.33% (n = 300,000). AID 1899;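 active = inhibition above the mean of all tested compounds plus 3 SD, set per screening campaign, cut at about 45% in these data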
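Material: GST/Flag-tagged HCV core106 proteins. Incubation: 4 h, 22.5 °C incubation. Read-out basis: inhibition (%) from 671 over 617 nm ratio. Measured by: TR-FRET, excitation 340 nm, emission 617 and 671 nm.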
procasp3 activ: activators of human procaspase-3. actives 0.11% (n = 330,000). recombinant procaspase-3 D3A, Ac-DEVD-pNA absorbance 405 nm. AID 463141. P42574. activation, % at 8.5 µM;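 active = activation above the mean of all tested compounds plus 3 SD, cut at about 21% in these data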;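 note: 0% = DMSO alone and 100% = DMSO wells spiked with extra 5 µM PC-3 D3A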
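Test system: Procaspase-3 D3A mutant; medium: Zinc-free HEPES/NaCl buffer with 0.01% Triton X-100 at pH 7.4; reagent: DEVD-pNA substrate; doses: one concentration, 8.5 µM nominal, 0.8% DMSO; times: 1 h preincubation plus 2 h reaction at 25 °C; signal: Epi-absorbance at 405 nm of released p-nitroaniline, 0 and 120 min; replicates: singlicate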
VLA-4 inh: inhibition in a human VLA-4 binding assay; actives 0.2% (n = 330,000); inhibition, % (about 7 µM as worked out from the volumes in the protocol); VLA-4 expressing cells, ligand binding flow cytometry; AID 2557; P13612; in the data active = inhibition above about 50%
Starred values were filed as active, the others as inactive; u = inconclusive; x = not tested or not shown; & = joins results of further samples.

SMILES	GRK2 aptamer HTS	CTSL1 counter	procasp7 counter	PP5 primary	PP1 inh	GASC-1 inh	core dimer inh	procasp3 activ	VLA-4 inh
Nc1ncnc(NC2CCS(=O)(=O)C2)c1[N+](=O)[O-] (stereo not drawn)	0	49*	-1	2.9	-5	-28	-3	2	3
CC(=O)Nc1ccc(C(=O)CSc2nnc3scc(-c4ccccc4)n23)cc1	0	3	9	2.7	-5	-1	0	-2	6
O=C(COC(=O)CCC(=O)c1ccc(Cl)cc1)NCC1CCCO1 (stereo not drawn)	0	-37	6	-2.3	0	20	0	0	-8
CCCCCNC(=O)c1ccc2c(=O)n(CC3CCCO3)c(=O)[nH]c2c1 (stereo not drawn)	2	-2	-5	1.9	0	-45	0	-7	18
Cc1nc2ccc(S(=O)(=O)NC(C(=O)Nc3nc4ccc(Cl)cc4s3)C(C)C)cc2s1 (stereo not drawn)	0	5	0	-0.7	5	8	-9	3	29
CCc1ccc(-n2c(=S)sc3c(=O)n(-c4ccccc4)c(SCC(=O)O)nc32)cc1	5	4	-5	-0.8	0	12	-1	5	6
CC1CCCCN1C(=O)CN1C(=O)CSc2ccc(S(=O)(=O)N3CCOCC3)cc21 (stereo not drawn)	0	-2	6	-1.2	-3	15	0	4	16
O=C(Nc1cccc(Cl)c1)O/N=C\c1ccncc1	3	2	-7	1.2	-2	-4	-3	10	-2
COc1cccc(C2CC(C(F)(F)F)n3ncc(C(=O)NCC4CCCO4)c3N2)c1 (stereo not drawn)	1	-1	4	-0.9	-5	0	-5	-2	29
Cc1cc(C)cc(OCCCCCNCCO)c1	4	-1	-5	3.7	0	0	-3	7	10
CC1(NC(=O)COc2ccccc2-c2ccccc2)CCS(=O)(=O)C1 (stereo not drawn)	9	-3	14	2.4	-6	3	-1	4	22
Cc1cc(Oc2nc3c(C)cccn3c(=O)c2/C=C(\C#N)S(=O)(=O)c2ccc(Cl)cc2)ccc1Cl	0	3	5	-2.4	-2	2	-2	-7	36
COc1cc2c(cc1NC(=O)c1cc(-c3cccnc3)nc3ccc(C)cc13)oc1ccccc12	0	0	2	1.5	-3	18	14	9	6
COc1ccc([C@@H](NC(=O)OC(C)(C)C)C(=O)OC(C)(C)C)cc1	2	x	0	0.6	3	4	x	11	-5
Cc1ccc(S(=O)(=O)N2CCC(C(=O)NNC(=O)c3ccccc3O)CC2)cc1	0	-2	5	-2.8	-6	-7	-4	5	-1
CCc1c(C)nc2cc(-c3ccc(OC)c(OC)c3)nn2c1N1CCC(C)CC1	3	-2	1	2.7	-6	6	-3	6	8
O=C(COC(=O)c1ccccn1)NNC(=O)c1ccc([N+](=O)[O-])cc1	0	-19	9	0.9	-5	5	0	0	33
COc1ccc(Cl)cc1NC(=S)Nc1ccccc1C	0	0	-6	2.7	1	-26	12	1	7
CCCCCc1c(C)nc(NCc2ccccc2)[nH]c1=O	1	4	6	0.2	-3	-4	2	8	-12
CCCCCOC(=O)NCC(O)c1ccccc1 (stereo not drawn)	1	-1	-4	0.7	-5	1	4	-6	-9
O=C(COc1cc(F)ccc1[N+](=O)[O-])NCC1CCCO1 (stereo not drawn)	0	x	1	x	x	2	x	6	-4
CC(=O)Nc1ccc(C2(c3ccc(NC(C)=O)cc3)NC(=O)c3ccccc32)cc1	0	-2	-6	1.6	-2	-16	0	7	4
CC(C)c1nnc(NC(=O)CC23CC4CC(CC(C4)C2)C3)s1	0	1	3	3.5	-2	5	1	5	0
CC(=O)N1CCc2ccc(NC(=O)c3c(-c4c(Cl)cccc4Cl)noc3C)cc21	0	-2	1	0.5	0	-13	1	-9	18
O=C(CCCc1c[nH]c2ccccc12)NCc1ccc2c(c1)OCO2	2	-3	1	0.9	-4	12	-1	-1	34

Continued.
SMILES	GRK2 aptamer HTS	CTSL1 counter	procasp7 counter	PP5 primary	PP1 inh	GASC-1 inh	core dimer inh	procasp3 activ	VLA-4 inh
Cc1ccc2nc(-c3ccccc3)c(NC(=O)c3ccco3)n2c1	1	-1	12	0.1	2	1	-3	-3	-5
CCCCN(C(=O)C1CCCC1)c1c(N)n(Cc2ccccc2)c(=O)[nH]c1=O	0	x	-2	x	x	1	x	-1	15
CC(C)OCCCNC(=O)c1ccccc1Oc1ccccc1	0	4	0	3.8	2	-18	4	-1	-2
CCOc1ccc(NC(=O)CCC(=O)c2ccc(Br)cc2)cc1	2	-1	11	0.0	-1	-1	10	3	16
O=C(NCC1CCCO1)c1ccc(NC(=O)C2C3C=CC(C3)C2C(=O)O)cc1 (stereo not drawn)	0	1	12	-1.5	0	3	-4	-7	-18
O=c1[nH]c(CN2CCc3ccccc32)nc2scc(-c3cccs3)c12	2	4	11	-1.3	19*	12	48*	3	-5
Cc1ccc(CSc2nnc(-c3cccc4ccccc34)o2)cc1	1	x	-7	x	x	x	x	3	-6
Cc1nnc(Cl)c2nn(-c3ccccc3)c(C)c12	0	-3	-5	-8.6	1	3	-9	2	-11
CCC(=O)N1CCN(c2ccc(NC(=O)c3ccc4c(c3)OCO4)cc2)CC1	0	-2	5	1.1	-4	-2	-6	10	-1
COc1ccc(N(C(C)C(=O)NC2CCCCCC2)S(C)(=O)=O)cc1 (stereo not drawn)	5	-2	-1	1.0	-2	4	-7	-4	8
Cc1ccccc1NC(=O)CN(C)S(=O)(=O)c1cccc2cccnc12	0	-1	8	0.6	-9	-4	0	1	39
Cc1cccc(C(=O)N2c3ccccc3C(=O)OC2c2ccc3c(c2)OCO3)c1 (stereo not drawn)	3	3	0	2.4	-3	12	12	6	3
CCOc1cc(NC(=S)NCC2CCCO2)c(OCC)cc1NC(=O)c1ccc(C)cc1 (stereo not drawn)	0	7	-1	-0.6	-14	-3	1	-5	-17
CCCCN(NC(C)=O)c1nc(Cl)nc(NC(C)C)n1	0	-1	-1	2.6	-1	-2	0	3	-12
CCN1CCN(c2ccc(S(=O)(=O)N3CCCCC3)cc2NC(=O)/C=C/c2cc(OC)ccc2OC)CC1	0	-3	4	3.5	0	1	0	10	1
CN(CCOc1ccccc1)CC(=O)Nc1ccc(Br)cc1F	1	-7	-4	4.1	7	u	-4	5	-10
CCc1nc2sc3c(Cl)ncnc3c2c2c1CCCC2	1	-3	2	-0.5	-3	-1	-2	4	11
Cc1ccc(S(=O)(=O)N(CC(=O)N2CCCCCC2)c2ccccc2F)cc1	0	-1	3	0.1	-1	-1	10	2	5
CCCCC(=O)Nc1ccc(C(=O)NNC(=S)NC(=O)c2ccco2)cc1	0	0	-15	1.4	5	10	-1	0	4
Cn1c(=O)[nH]c(=O)c2c1nc(N(CCO)Cc1ccccc1)n2Cc1ccccc1Cl	0	2	10	0.7	-3	-3	-1	-2	-5
Nc1nc(F)cc(N2CCCCCC2)n1	2	-1	9	-0.1	-4	-4	0	7	2
COc1ccc(OC)c(CN2CCN(CC(=O)Nc3ccccc3C(=O)NC3CC3)CC2)c1	0	x	6	1.5	-2	-1	x	4	1
COc1cccc(C(=O)Nc2cc(=O)n(C)c(=O)n2C)c1	0	1	-1	-1.5	-1	0&11	8	3	31
Cc1cc2ncc(-c3ccc(Cl)cc3)cn2n1	0	4	5	-1.5	-4	-6	-2	7	11
Nc1cc(N2CCCC2)c(Cl)cc1[N+](=O)[O-]	2	8	-6	2.0	-2	-3	-3	-9	-11

Five structures already listed, arranged by SMILES length, smallest number first.
SMILES	GRK2 aptamer HTS	CTSL1 counter	procasp7 counter	PP5 primary	PP1 inh	GASC-1 inh	core dimer inh	procasp3 activ	VLA-4 inh
CCc1nc2sc3c(Cl)ncnc3c2c2c1CCCC2	1	-3	2	-0.5	-3	-1	-2	4	11
O=c1[nH]c(CN2CCc3ccccc32)nc2scc(-c3cccs3)c12	2	4	11	-1.3	19*	12	48*	3	-5
CCCCC(=O)Nc1ccc(C(=O)NNC(=S)NC(=O)c2ccco2)cc1	0	0	-15	1.4	5	10	-1	0	4
O=C(NCC1CCCO1)c1ccc(NC(=O)C2C3C=CC(C3)C2C(=O)O)cc1 (stereo not drawn)	0	1	12	-1.5	0	3	-4	-7	-18
COc1ccc(OC)c(CN2CCN(CC(=O)Nc3ccccc3C(=O)NC3CC3)CC2)c1	0	x	6	1.5	-2	-1	x	4	1

The list goes on.
SMILES	GRK2 aptamer HTS	CTSL1 counter	procasp7 counter	PP5 primary	PP1 inh	GASC-1 inh	core dimer inh	procasp3 activ	VLA-4 inh
COc1ccc(Cn2ccnc2)cc1[N+](=O)[O-]	0	-1	4	0.2	1	6	2	12	-1
COc1ccc(OCC(=O)Nc2ccc(S(=O)(=O)Nc3cc(C)on3)cc2)cc1	2	-3	13	-0.1	-6	-5	4	-1	19
CC(C)[C@H](NS(=O)(=O)c1ccc2c(c1)OCCO2)C(=O)OCC(=O)Nc1ccccc1	0	-30	-4	2.2	1	-1	6	11	4
O=C(CSc1ccc2c(c1)OCCO2)Nc1ccc(Cl)cn1	0	3	-7	0.5	1	25	0	0	14
CC(C)CN1C(=O)C(=O)N(CC(=O)NCc2ccc3c(c2)OCO3)C1=O	0	0	-5	0.5	-1	-10	-3	-5	6
CCCN1Cc2cccc(C(=O)NC(CC(=O)OCC)c3ccc(OC(C)C)cc3)c2C1=O (stereo not drawn)	2	2	-2	4.1	5	8	21	-3	-4
Cc1cccc(N2CCN(C(=O)CCCn3c(=O)c4cccn4c4cccnc43)CC2)c1C	1	1	0	7.8	1	2	-3	10	-3
COC(=O)c1ccccc1NC(=O)CSc1nnnn1C	3	2	9	-1.1	-1	0	5	-2	2
COc1cc(/C=C/C(=O)OCC(=O)NCc2cccs2)ccc1OC(F)F	3	-11	7	3.3	-4	3	0	-3	-17
CSC(=NC(C)c1ccccc1)NS(=O)(=O)c1cccs1 (stereo not drawn)	0	0	14	8.0	-1	-6	-4	1	33
CC(=C1C(=O)c2ccccc2C1=O)N1CCN(CCN=CC2=C(O)CC(C)(C)CC2=O)CC1	8	-2	8	0.9	0	12	-3	-8	-1
CCc1nn(CC(=O)NC(C)CCc2ccccc2)c(=O)c2cc3occc3n12 (stereo not drawn)	1	-1	7	1.0	-3	1	-2	5	9
Cc1ccc2oc(=O)c3cnn(CC(=O)N4CCc5ccccc5C4)c3c2c1	0	-1	4	-2.1	-1	2	-5	2	-9
C[C@@H](C(=O)N1CCN(C(=O)OC(C)(C)C)CC1)n1cc(CCCN=C(NC(=O)OC(C)(C)C)NC(=O)OC(C)(C)C)nn1	0	5	-3	3.7	-5	-5	11	6	6
CC(=O)Nc1ccc(CN2CCCCCCC2)cc1	1	0	0	-0.1	-1	-8	1	2	9
COc1ccc(NC(=O)C=C(C)C)cc1Cl	0	-1	4	-1.8	2	3	4	0	29
CCN(CC)C(=O)Cn1cc(SCC(=O)NC)c2ccccc21	0	3	-9	1.0	1	10	-2	1	0
Cn1c(C(=O)N2CCN(c3ccc(F)cc3)CC2)cc2ccccc21	0	-1	-2	1.9	0	9	6	-3	13

Compound activity from PubChem BioAssay.
